OX1R antag – antagonists of human orexin 1 receptor (OX1R); OX1R-expressing cells, FRET antagonist read-out; inhibition, % at 6.6 µM; 1.8% of 330,000 active; AID 485270, 2010; in the data active = inhibition mostly above about 38%, no sharp cut-off; inactive = mostly below about 40%;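 note: 0% = agonist challenge alone and 100% = reference antagonist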
Target sequence (O43613 whole entry, looked up): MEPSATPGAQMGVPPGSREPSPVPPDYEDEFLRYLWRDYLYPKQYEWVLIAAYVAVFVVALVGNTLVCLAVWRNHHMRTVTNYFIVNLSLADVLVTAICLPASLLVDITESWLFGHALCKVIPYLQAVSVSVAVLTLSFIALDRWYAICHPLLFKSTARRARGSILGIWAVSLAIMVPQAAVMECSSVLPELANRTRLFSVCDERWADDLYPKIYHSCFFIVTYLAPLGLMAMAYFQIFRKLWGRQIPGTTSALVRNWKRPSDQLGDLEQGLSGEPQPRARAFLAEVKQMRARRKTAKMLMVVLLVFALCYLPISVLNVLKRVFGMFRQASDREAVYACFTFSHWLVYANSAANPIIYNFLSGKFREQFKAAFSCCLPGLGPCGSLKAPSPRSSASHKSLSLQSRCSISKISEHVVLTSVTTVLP
STK33 inh – inhibitors of purified STK33 kinase, primary screen, biochemical, ADP-Glo luminescence, homogeneous, cell-free; 0.073% of 320,000 active; inhibition, % at 10 µM; MBP phosphorylation; Serine/threonine-protein kinase 33 (Homo sapiens), Q9BYT3; AID 2661, 2010;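 active = inhibition at or above 25%, using the most active replicate where run in duplicate; inactive = inhibition below 25%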
Target sequence (Q9BYT3 whole entry, looked up): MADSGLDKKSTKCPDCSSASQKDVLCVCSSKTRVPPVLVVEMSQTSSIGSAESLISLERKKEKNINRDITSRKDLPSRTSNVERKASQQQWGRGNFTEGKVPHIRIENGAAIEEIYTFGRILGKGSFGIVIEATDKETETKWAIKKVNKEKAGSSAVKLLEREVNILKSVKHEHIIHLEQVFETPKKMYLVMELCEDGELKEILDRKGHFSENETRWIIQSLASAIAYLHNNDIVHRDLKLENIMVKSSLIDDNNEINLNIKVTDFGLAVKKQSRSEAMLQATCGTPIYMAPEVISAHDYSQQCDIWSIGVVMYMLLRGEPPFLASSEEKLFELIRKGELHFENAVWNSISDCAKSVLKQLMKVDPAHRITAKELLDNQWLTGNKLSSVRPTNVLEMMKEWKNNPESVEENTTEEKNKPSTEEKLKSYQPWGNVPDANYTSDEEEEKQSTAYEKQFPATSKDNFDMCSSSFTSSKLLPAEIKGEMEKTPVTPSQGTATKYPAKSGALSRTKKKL
An asterisk follows results filed as active; nt = no result given. Not a hit list; about 1.8% have a hit in one of these screens.

Fields: OX1R antag | STK33 inh
> CCC(=O)Nc1ccc(/C(C)=N\NC(=O)c2ccc(OC)cc2)cc1
 : 10.1 | -0.2
> CCOc1ccc2[nH]c(=O)c(CN(CCO)C(=O)c3ccc(Br)cc3)cc2c1
 : 10.9 | 0.3
> Cc1cc(C)n(-c2nnc(C)n2/N=C/c2ccccc2F)n1
 : 13.2 | 0.6
> O=C(C/C=N/OCc1ccc(F)cc1Cl)c1cnc(-c2ccccc2)s1
 : 2.7 | -1.6
> O=C(Nc1nc2ccccc2n1CCN1CCCC1)C1CCCCC1
 : 10.9 | -1.6
> C=CC[C@H](CC(=O)N(CCO)Cc1ccccc1)C(=O)NC[C@H](OC(=O)[C@@H](CC=C)Cc1ccc(F)cc1)c1ccccc1
 : 15.7 | -1.0
> COc1cc(CCCN2C(=S)NC[C@@H]2c2ccccc2)cc(OC)c1OC
 : 26.2 | -0.8
> NC(=O)C1CCN(C(=O)COc2ccc(Nc3ccccc3)cc2)CC1
 : 51.6* | 0.9
> COc1cc(C(=O)NC2CCCC2)c(Br)c(OC)c1OC
 : 13.7 | -0.7
> O=[N+]([O-])c1ccc(Sc2ccccc2)nc1
 : 42.6 | 0.5
> Cc1nccn1C(c1ccccc1)c1ccccc1
 : 6.5 | 0.0
> Clc1cccc(CN2CCN(Cc3ccco3)CC2)c1
 : -10.0 | -1.1
> CN(C)S(=O)(=O)N1CCN(c2ccc(Cl)cc2)CC1
 : 10.9 | -1.4
> CCCN(CCC)C(=O)c1cc2c(=O)[nH]c3ccc(C)cc3c2s1
 : 9.1 | nt
> O=c1oc(-c2ccccc2Cl)nc2ccsc12
 : -2.2 | -0.2
> CC1CN(Cc2nc3c(c(=O)n(C)c(=O)n3C)n2Cc2ccccc2)CC(C)O1 (stereo unspecified)
 : 27.9 | -1.6
> COCc1cc(/C=N\NC(=O)c2ccc(Cl)cc2)ccc1OC
 : 28.9 | -0.3
> COc1cccc(-c2cn(-c3cccc(C(F)(F)F)c3)c(=S)[nH]2)c1
 : nt | 0.1
> COC(=O)c1cc(-c2ccccc2)sc1NC(=O)CN1C(=O)c2ccccc2C1=O
 : 3.5 | 0.2
> NC1C=CC=C(C(=O)O)C1 (stereo unspecified)
 : 5.9 | -0.8
> CSc1nc(-c2ccccc2F)c(C#N)c(=O)n1C
 : 7.4 | 0.2
> O=S(=O)(/N=C(/c1ccccc1)N1CCOCC1)c1ccc(Br)cc1
 : 15.1 | 1.2
> CCOC(=O)c1c(NC(=O)CC2Nc3cc(C)c(C)cc3NC2=O)sc(C)c1C (stereo unspecified)
 : 4.9 | 0.8
> Cc1cc(C)c(C(=O)COC(=O)Cn2c(C)csc2=O)cc1C
 : 50.1 | 0.7
> COC(=O)C1=C(C)NC(C)=C(C(=O)OCC2CCCO2)C1c1cccc(Cl)c1 (stereo unspecified)
 : 1.5 | -1.1
> CC(C)CNC(=O)/C(C#N)=C1\N=C(NC(=O)c2ccco2)c2ccccc21
 : 30.9 | 0.1
> Cc1ccccc1-n1c(=O)cc(N2CC(C)OC(C)C2)[nH]c1=O (stereo unspecified)
 : 17.6 | -0.9
> Cc1nc(C)c(C(=O)O)c(-c2cccs2)c1C(=O)O
 : 1.9 | -4.5
> C=CCn1c(SCC(=O)Nc2ccccc2)nc2scc(-c3cccs3)c2c1=O
 : 19.9 | -0.4
> COc1ccc(S(=O)(=O)N2CCOCC2)cc1NC(=O)CCNC(=O)c1ccc(Br)cc1
 : 12.2 | 0.2
> O=C(NCCSc1ccccc1)c1ccco1
 : 25.9 | -0.1
> O=C(CC1S/C(=N/N=C/c2cccs2)NC1=O)Nc1ccccc1F (stereo unspecified)
 : 20.7 | 0.5
> Cn1c(SCC(N)=O)nnc1-c1ccccc1
 : 4.2 | -1.4
> COc1ccc(CNC(=O)CN(C(=O)c2csnn2)c2cnc3ccccc3c2)cc1
 : 12.9 | -0.2
> Cc1ccc(C)c(NC(=S)NC(NC(=O)OCc2ccccc2)C(Cl)(Cl)Cl)c1 (stereo unspecified)
 : 26.0 | 0.3
> C[C@H](CO)N1C[C@H](C)[C@@H](CN(C)C(=O)Nc2ccccc2)Oc2ccc(NS(=O)(=O)c3ccccc3)cc2C1=O
 : 5.8 | -1.3
> CC(C)CC1NC(=O)c2ccc(Cl)cc2-n2c1nc1cc(F)ccc1c2=O (stereo unspecified)
 : 1.5 | -0.1
> COc1ccccc1CN1CC(C(=O)N(C)Cc2[nH]c3ccccc3c2C)CCC1=O (stereo unspecified)
 : 29.2 | -2.2
> O=C(NCc1ccc2c(c1)OCO2)c1cc(COc2c(F)cccc2F)on1
 : 28.9 | -1.4
> Cc1ccccc1NC(=O)CNC(=O)Cc1cccc2ccccc12
 : 11.6 | 0.0
> CC1CCN(S(=O)(=O)c2ccc(C(C)C)cc2)CC1
 : 2.0 | -1.8
> CSCCC(NC(=O)COc1ccccc1)C(=O)N1CCN(c2ccccc2)CC1 (stereo unspecified)
 : 11.3 | 0.2
> O=C(NCc1cccnc1)C(=O)NCC1OCCN1S(=O)(=O)c1ccc(Cl)cc1 (stereo unspecified)
 : 3.9 | 0.1
> O=C1NC2(CCCCC2)N(C(=O)c2ccccc2)C2=C1CCCC2
 : 13.4 | -0.1
> COc1cc(N)c(Br)cc1C(=O)O
 : 13.6 | -1.3
> COc1ccc(S(=O)(=O)N(C)C[C@H]2Oc3c(NC(=O)Cc4ccccc4)cccc3C(=O)N([C@H](C)CO)C[C@@H]2C)cc1
 : 1.3 | -0.1
> C=C1CC(C(=O)N/N=C/c2ccccc2)C1
 : 8.5 | -0.8
> NC(=NCc1ccco1)NC(=O)c1ccc(Cl)cc1
 : -1.1 | -1.5
> Cc1cccc(NC(=O)c2ccc(NS(=O)(=O)c3c(C)noc3C)cc2)c1
 : 11.1 | 2.2
> Cc1cc(C)n2nc(SCc3ccc(C#N)cc3)nc2n1
 : 7.6 | -0.6

Carrying on.
Fields: OX1R antag | STK33 inh
> CC(C(=O)Nc1ccc2nccnc2c1)N1C(=O)C2C3C=CC(C3)C2C1=O (stereo unspecified)
 : 17.9 | -2.8
> O=C(COC(=O)Cc1ccc(Br)cc1)NC1CC1
 : -0.4 | -0.7
> COc1ccc(/C=C/C(=O)OCC(=O)c2c(N)n(C)c(=O)n(C)c2=O)c(OC)c1
 : 20.8 | 0.0
> Cc1nc(SCCO)c([N+](=O)[O-])[nH]1
 : 15.4 | 0.3
> O=C(CSc1nnc(CNC(=O)c2cccc(C(F)(F)F)c2)o1)NCC1CCCO1 (stereo unspecified)
 : -0.1 | -1.6
> OC(CCCN1CCC(O)(c2ccc(Cl)cc2)CC1)c1ccc(F)cc1 (stereo unspecified)
 : 8.0 | -0.5
> CCN(C(=O)Cc1cccs1)c1nnc(-c2cc(OC)c(OC)c(OC)c2)s1
 : 17.4 | -1.2
> C=CCN1CN(S(=O)(=O)c2ccc(OC)cc2)c2nc3ccccc3nc21
 : 14.6 | -0.4
> Cc1ccc(C)c(NS(=O)(=O)c2ccc(OCC(=O)NCc3ccco3)cc2)c1
 : 4.5 | -0.3
> CCn1c(SCC(=O)Nc2ccc(C)cc2)nc2sc3c(c2c1=O)CCN(C)C3
 : 9.7 | 0.6

One compound at a time, from the list above. Values in the order: OX1R antag	STK33 inh
Cn1c(SCC(N)=O)nnc1-c1ccccc1 is listed as 4.2	-1.4
Cc1cc(C)c(C(=O)COC(=O)Cn2c(C)csc2=O)cc1C is listed as 50.1	0.7
C=CCN1CN(S(=O)(=O)c2ccc(OC)cc2)c2nc3ccccc3nc21 is listed as 14.6	-0.4
CSc1nc(-c2ccccc2F)c(C#N)c(=O)n1C is listed as 7.4	0.2

(cont.)
Fields: OX1R antag | STK33 inh
> CS(=O)(=O)N(CC(=O)NCc1ccc2c(c1)OCO2)C1CCCCC1
 : 2.0 | -0.8
> CCOc1ccccc1Nc1ncnc2ccccc12
 : 21.9 | 0.5
> CCCCCCn1c(C(C)O)nc2ccccc21 (stereo unspecified)
 : 16.4 | -1.8
> CCCn1cc(C(CC(=O)O)C(=O)O)c2ccccc21 (stereo unspecified)
 : 4.8 | -0.8
> Cc1ccc(OCC(=O)NNC(=O)C2CCN(c3ncnc4sc(C)c(C)c34)CC2)cc1
 : 25.3 | 3.2
> NC(=O)c1c(N)sc2c1CCCC2
 : 18.4 | 1.2
> Clc1cccc(N/N=C/c2ccncc2)c1
 : 7.7 | 8.6
> S=C(NCCNC(=S)Nc1ccccc1Cl)Nc1ccccc1Cl
 : 3.4 | -0.7
> CCOc1ccc(Cl)cc1CNCCNCCO
 : 26.9 | -0.3
> COc1cccc(CSc2nnc(-c3ccco3)n2C)c1
 : 10.1 | 0.8
> O=C(c1ccc(-c2nc3ccccc3s2)s1)N1CCOCC1
 : 30.3 | 12.5
> CN(C(=O)CSc1ncnc2ccccc12)C1CCS(=O)(=O)C1 (stereo unspecified)
 : 9.4 | 0.1
> Cc1cc(C)n2nc(SCC(=O)N3CCN(c4ccc(F)cc4)CC3)nc2n1
 : -2.1 | 1.7
> Cc1nc2nc[nH]n2c(=O)c1CCOC(=O)c1ccccc1F
 : 11.6 | -2.0
> CCOc1ccc(-n2c(=O)cc(N3CCN(c4ccccc4)CC3)[nH]c2=O)cc1
 : 12.2 | -1.5
> O=C(O)Cn1c(Cc2ccccc2)nc2ccccc21
 : 3.6 | -1.0
> O=C(Nc1ccccc1C(=O)NCCN1CCOCC1)c1cccc([N+](=O)[O-])c1
 : 32.0 | 4.3
> COc1cccc2c(=O)c(C(=O)O)c[nH]c12
 : 10.1 | 0.7
> CC(C)OCC(O)Cn1c(N2CCCC2)nc2c1c(=O)n(C)c(=O)n2C (stereo unspecified)
 : 2.7 | -0.4
> CCN(CC)C(=O)c1[nH]cnc1C(=O)Nc1ccc(C)cc1
 : 7.9 | -0.2
> COc1ccc(CCn2c(SCC(=O)Nc3cc(C)on3)nc3ccccc3c2=O)cc1OC
 : 2.2 | -2.6
> Cc1ccc(C)c(S(=O)(=O)N2CCN(C(=O)Cn3c(=O)cnc4ccccc43)CC2)c1
 : 16.8 | -0.5
> CCn1c(=O)n(CC)c2cc(S(=O)(=O)N3CCC(c4ccccc4)CC3)ccc21
 : 16.2 | -1.9
> CCOc1ccccc1NC(=O)[C@@H](NC(=O)c1cccc(S(=O)(=O)N2CCOCC2)c1)C(C)C
 : 46.0 | -0.6
> Cc1ccc(NC(=O)CC2C(=O)OCC3CCCCN32)cc1Cl (stereo unspecified)
 : 12.3 | 0.1
> COC(=O)c1ccc(-c2ccc(C(c3c(C)[nH][nH]c3=O)c3c(C)[nH][nH]c3=O)o2)cc1
 : 21.7 | 1.4
> Nc1ccc2nc(-c3cc(Cl)c(N)c(Cl)c3)[nH]c2c1
 : 25.0 | -1.2
> CCOn1c(-n2nc(C)cc2C)nc2ccccc2c1=O
 : 8.5 | -1.5
> O=C(CSc1nnc(-c2ccccc2O)o1)NC1CCCCC1
 : 9.7 | 0.6
> CC(=O)Nc1cccc(N2C(=O)CC(N3CCC(C(=O)N4CCCCC4)CC3)C2=O)c1 (stereo unspecified)
 : 13.2 | -0.1
> O=c1[nH]cnc2c1sc1nc(-c3ccccc3)c3c(c12)CCCC3
 : 8.4 | -0.4
> N#Cc1ccc(OCC(=O)OCC(=O)c2ccccc2)cc1
 : 7.5 | -1.1
> COc1ccc(C2=CSC3=NNC4(CCCCC4)NN23)cc1
 : -1.4 | -0.3
> O=C(CSc1ccc(-c2ccc(Br)cc2)nn1)NCC1CCCO1 (stereo unspecified)
 : 10.1 | -0.8
> Fc1ccc(Cn2nnnc2C(c2cccs2)N2CCN(C3CCCCC3)CC2)cc1 (stereo unspecified)
 : 12.9 | -1.4
> COc1ccccc1N(CC(=O)NC1CCCCC1)S(=O)(=O)c1cccs1
 : 8.0 | -1.8
> Cc1[nH]c2ccccc2c1CCN(Cc1cccs1)C(=S)NC(C)(C)C
 : 14.5 | -0.2
> FC(F)(F)c1cc(Cl)c2nnc(-c3ccccn3)n2c1
 : 13.0 | -0.3
> c1ccc(Oc2ncnc3oc(-c4ccccc4)cc23)cc1
 : 12.5 | -1.9
> Cc1ccc(-n2nnnc2SCC(=O)NC(C(=O)O)(c2ccccc2)c2ccccc2)cc1C
 : 57.4* | -2.5
> CN(CC(=O)Nc1ccccc1Br)C(=O)CNC(=O)c1ccc(Oc2ccccc2)cc1
 : 24.8 | -1.1
> COc1ccc(CCNC(=O)CSc2nnnn2Cc2ccc3c(c2)OCO3)cc1OC
 : 6.1 | 0.5
> Cc1cccc(NC(=S)NC2CCSc3ccccc32)c1 (stereo unspecified)
 : 50.9 | 0.0
> COc1ccc(/C=N/Nc2ccc([N+](=O)[O-])cc2S(=O)(=O)N2CCN(C)CC2)cc1
 : -0.1 | -0.9
> O=C(CCCOc1ccc(Cl)cc1Cl)NNC(=O)c1ccc(NC(=O)c2ccccc2)cc1
 : 8.6 | -0.9
> Clc1ccc(CSc2ccc(-c3cccnc3)nn2)cc1
 : 12.6 | 0.1
> COc1cc(/C=N\NC(C)=O)ccc1OC/C=C/c1ccccc1
 : nt | 0.3
> O=C(NCCc1ccccc1)c1cccc2c1C(=O)c1ccc(N3CCOCC3)cc1S2(=O)=O
 : 8.8 | -1.6
> O=S(=O)(c1ccc(Cl)cc1)N1CCCC(C(F)(F)F)C1 (stereo unspecified)
 : 9.1 | -1.7
> CCOC(=O)c1c(NC(C)=O)sc2c(O)c(CN3CCN(CC)CC3)ccc12
 : 26.2 | 2.1

(further entries)
Fields: OX1R antag | STK33 inh
> C=CCn1c(SCC(=O)Nc2nc(C)cs2)nnc1C(CO)NC(=O)c1ccccc1 (stereo unspecified)
 : 31.3 | 1.3
> COc1ccc(C2SCC(=O)N2CCCN(C)C)cc1 (stereo unspecified)
 : -1.6 | -2.9
> O=C1c2ccccc2C(=O)N1CCCc1nc(-c2ccncc2)no1
 : 11.3 | -2.0
> CCn1c(COc2ccc(OC)cc2)nnc1SCC(=O)Nc1cc(OC)ccc1OC
 : 5.1 | -1.0
> CC1CCCCC1NC(=O)C1CCN(c2c3c(nc4ncnn24)CCC3)CC1 (stereo unspecified)
 : 19.0 | 0.2
> COc1ccc(CCNC(=O)c2[nH]c(C)c(C(C)=O)c2C)cc1
 : 22.7 | -1.0
> CC1(C)[N+]([O-])=C2C(=[N+]([O-])C1(C)C)c1ccccc1/C2=N\O
 : 50.3 | -2.0

High-throughput results: PubChem, several laboratories
